High-throughput results (PubChem)
hcGAS inh: inhibitors of human cGAS. Q8N884. recombinant h-cGAS, ATP depletion, Kinase-Glo luminescence. inhibition, % at 12.5 µM. 290,000 compounds, 0.081% hits. AID 1259398;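 note: 0% = vehicle reaction and 100% = reaction without DNA for no activity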
Target sequence (Q8N884 whole entry, looked up): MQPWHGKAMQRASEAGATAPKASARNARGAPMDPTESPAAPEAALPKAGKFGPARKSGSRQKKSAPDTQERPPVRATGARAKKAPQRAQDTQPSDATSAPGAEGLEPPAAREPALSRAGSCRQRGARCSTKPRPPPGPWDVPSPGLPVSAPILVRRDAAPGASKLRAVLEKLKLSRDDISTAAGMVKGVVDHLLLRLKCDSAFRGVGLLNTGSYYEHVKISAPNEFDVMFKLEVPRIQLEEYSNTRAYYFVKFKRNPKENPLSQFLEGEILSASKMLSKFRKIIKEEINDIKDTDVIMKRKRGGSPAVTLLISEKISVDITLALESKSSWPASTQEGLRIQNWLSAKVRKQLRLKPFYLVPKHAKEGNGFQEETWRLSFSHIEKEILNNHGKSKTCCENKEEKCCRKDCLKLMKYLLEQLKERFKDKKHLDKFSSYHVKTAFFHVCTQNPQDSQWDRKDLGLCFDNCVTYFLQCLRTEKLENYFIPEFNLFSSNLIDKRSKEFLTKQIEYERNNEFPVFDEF
NPYLR7 agonist: mosquito NPYLR7 agonism; 270,000 compounds, 0.15% hits; HEK293T NPYLR7/Galpha15, GCaMP6s calcium fluorescence; activation, % at 10 µM; AID 1259423; in the data active = activation above about 40%;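 note: 0% = vehicle and 100% = reference agonist at the receptor; some compounds past the cut are filed as inactive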
mcGAS inh: blocks mouse cGAS activity; Q8C6L5; inhibition, % at 12.5 µM; AID 1259399; 160,000 compounds, 0.15% hits; recombinant cGAS, Kinase-Glo ATP depletion luminescence;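 note: 0% = negative control wells and 100% = reference inhibitor with no enzyme activity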
* hit, by the source's call; . = not tested or not shown; & = joins results of further samples. Cut-off read from the data, not from the text of the source, unless noted: active = inhibition above about 40%; inactive = the rest.

SMILES	hcGAS inh	NPYLR7 agonist	mcGAS inh
COCCn1c(C)cc(O)c(C(c2ccccn2)N2CCC(C)CC2)c1=O (stereo not given)	-10	9	.
COc1ccccc1-c1cc(C(=O)N2CCC(Cc3ccccc3)CC2)nc2cc(C(C)(C)C)nn12	-3	14	-5
C=Cc1ccc(COC(=O)c2nnn(-c3ccc(Cl)cc3)c2C)cc1	-8	10	-8
CCCC(=O)Nc1scc2c(C(=O)OCC)nn(-c3ccc(C(F)(F)F)cc3)c(=O)c12	-3	12	-6
Cc1cc(C(=O)N2CCCC(CNS(=O)(=O)C(C)C)C2)c(C)n1Cc1ccco1 (stereo not given)	-6	-8	.
COCC(=O)N1CCC(C(=O)Nc2ccc(-c3cccc(C)c3)cc2)CC1	-11	0	.
COc1cccc(C(=O)N2CCN(Cc3ccc4nsnc4c3)CC2)c1	-3	6	.
CCN(C/C=C/c1ccccc1)C(=O)c1cccc2ccnn12	-3	15	2
CC(Cl)C(=O)NC1CC2CCC(C1)N2CCc1ccc(F)cc1 (stereo not given)	-5	6	-6
CCC(C)N(Cc1cccnc1)C(=O)c1cccc(NC(=O)c2ccoc2C)c1 (stereo not given)	2	-5	-7
Cc1nn(Cc2nnc(SCC(=O)O)n2-c2ccccc2F)c(C)c1C	1	1	.
CC1(C(=O)NC2CCCCCC2)CCN1C(=O)CCc1ccccc1 (stereo not given)	-7	9	-3
Cc1c(C(=O)c2cccs2)sc2nc3c(c(=O)n(C)c(=O)n3C)n12	-4	1	.
O=C1OC(c2ccc(Br)cc2)=N/C1=C\N1CCOCC1	-3	0	.
CC(C)N(CC(=O)N(CCc1c[nH]c2ccccc12)Cc1ccc(Cl)c(Cl)c1)Cc1cccc(C(F)(F)F)c1	-10	18	-5
O=C(/C=C/c1ccc2c(c1)OCO2)NCCc1ccc(F)cc1	-4	-8	-4
CC(C)COc1cncc(N2CCCC(CC(N)=O)C2)n1 (stereo not given)	-8	6	-17
COc1ccc(C)cc1C(C)NC1CCC(C#N)(c2ccccc2)CC1 (stereo not given)	-4	9	.
COC(=O)c1ccc2c(C(=O)C(F)(F)F)cn(CC(N)=O)c2c1	-2	-1	.
C#CCNC(=O)c1cnc2c(-c3cccs3)cnn2c1C	-5	18	-2
c1ccc(OCc2noc(CN3CCC(c4nc5ccccc5[nH]4)CC3)n2)cc1	-5	11	.
Cc1nnc(NC(=O)/C=C/c2ccc(Cl)cc2Cl)s1	0	-3	-5
C=C(C)Cn1c(=O)c2c(nc3n(-c4ccc(C(=O)OCC)cc4)c(C)c(C)n23)n(C)c1=O	-3	2	-7
Cc1cc(NC(=O)C2(C)CCN2C(=O)CC(c2ccccc2)c2ccccc2)sn1 (stereo not given)	2	-4	-1
Cn1c(C(=O)N2COCC2(C)C)cc2c(=O)n3ccccc3nc21	-4&-4	1&-6	-7
CC(=O)N1CCN(CC(=O)N2N=C(c3ccc(C)cc3C)CC2c2cccc(F)c2)CC1 (stereo not given)	-6	8	-6
CC1(C)ON=C(c2ccco2)N(C/C=C/c2ccccc2)C1=O	-4	13	.
COc1ccc(N2CCN(C(=O)c3ccccc3N3CCC(NC(=O)CC(C)(C)C)CC3)CC2)cc1	-3	-1	.
COC(=O)c1ccc(Cn2c(C)c(C(=O)NCc3ccco3)sc2=O)o1	-1	-2	.
O=C(NCCc1nc2ccccc2[nH]1)C(=Cc1ccccc1)c1ccccc1	-3	-16	.
CNS(=O)(=O)c1ccc(C(=O)Nc2nc(-c3ccc(NS(C)(=O)=O)cc3)cs2)cc1	-6	4	.
O=C(Cc1csc(NC(=O)c2ccc[nH]c2=O)n1)NC1CC1	0	-2	2
Cn1c(CN2CCOc3ccc(CN4CCN(c5ccc(F)cc5)CC4)cc3C2)nc2ccccc21	-7	12	-10
CCCCc1ccc(NC(=O)COC(=O)C23CCC(=O)N2CCS3)cc1 (stereo not given)	0	2	.
N#CC(NC(=O)CC1(O)CCCCC1)c1ccc(F)cc1F (stereo not given)	-13	3	.
O=S(=O)(c1ccc(S(=O)(=O)N2CCCC2)cc1)c1ccc(S(=O)(=O)N2CCCC2)cc1	-1	-4	-1
CCCOc1cc(S(=O)(=O)Nc2ccccc2C)ccc1Br	-4	1	.
Cc1ccn2cc(CNC(=O)c3cccc(-n4cccn4)c3)nc2c1	2	4	.
CCOC(=O)c1ccc2c(c1)nc(SCc1ccc(/C=C/c3ccccc3)cc1)n2CCc1ccc(OC)cc1	3	9	2
CN1CCN(Cn2ncn(C3CC3)c2=S)C(c2ccccc2)C1 (stereo not given)	-6	5	.
C=CC(C)(O)CN(CCOC)Cc1cccc(C)c1 (stereo not given)	-2	-2	-5
Cc1sc2nc(-c3ccco3)oc(=O)c2c1C	-2	7	-4
CCc1cc2c(=O)n(Cc3ccco3)c(SC)nc2s1	-5	6	-8
CN1CCN(C(=O)C23CCC(C2)C(C)(C)C3=O)CC1 (stereo not given)	-7	-3	.
Fc1cc(F)c2nc(N3CCc4ccccc4C3)sc2c1	-1	3	0
C=CC[C@@H]1CC=C[C@@H](c2ccccc2)N1C(=O)c1ccc2nnnn2c1	1	-2	.
Cc1nnsc1CN(C)C(=O)C1CCCCC1	-8	.	-3
COc1ccc(-n2nnc(C(=O)OCc3cccc(OC)c3)c2C)cc1	-6	18	-7
CCCCS(=O)(=O)N1CCN(C(=S)c2ccc(N(C)C)cc2)CC1	-12	-1	.
COCCCN(Cc1c(-c2cccc(C)c2)noc1N1CCCC1)C(=O)c1cccc(F)c1	0	4	-3
CCCc1[nH]n(C)c(=O)c1C1=C(N2CCOCC2)C(=O)N(Cc2ccc(F)cc2)C1=O	-8	.	-9
CCCN(CC(F)F)C(=O)NC(C)C(=O)N1CCCCC1C (stereo not given)	-15	1	.
CC1(C)C2CCC1(CS(=O)(=O)N1CCC(C(=O)O)CC1)C(=O)C2 (stereo not given)	1	12	0
Cc1cc(C(C)(C)C)cc(C)c1S(=O)(=O)NCc1ccc(N2CCOCC2)nc1	-1	4	-5
Cc1ccc(C(C)NC(=O)CN2CCCC2c2ccc3c(c2)OCCCO3)cc1C (stereo not given)	-2	1	.
CC(C)[C@H]1[C@H](COCc2ccccc2)CN(c2ccccc2)S1(=O)=O	2	2	-7
N#Cc1cccc(CNCC(c2ccccc2)N2CCCC2)c1 (stereo not given)	-10	7	-16
Cn1c(=O)[nH]c(=O)c2c1nc(SCCN1CCOCC1)n2Cc1ccccc1	-4	1	-6
CN(c1ccccc1)P(=O)(N(C)c1ccccc1)N(C)c1ccccc1	2	-5	.
C=CCOC(C)C(=O)Nc1ncn(CC(=O)N2CCCCCC2)n1 (stereo not given)	-9	7	.
Further compounds follow:
SMILES	hcGAS inh	NPYLR7 agonist	mcGAS inh
COCC(=O)Nc1ccc(-n2nc(OC(C)C)nc2-c2ccc3c(c2)OCO3)cc1	-3	2	-3
CC(NC(=O)CCCc1nc2ccccc2c(=O)[nH]1)c1cccc(C(F)(F)F)c1 (stereo not given)	-4	0	.
CCOCCOC(=O)C1=C(C)NC(=O)NC1c1ccc(Cl)c(Cl)c1 (stereo not given)	-5	-5	-7
Cc1cc(C)c2c(N)c(-c3nn4c(=O)cc(C)nc4s3)sc2n1	-10	8	.
COc1ccccc1-n1cc(C(=O)N2CC(c3cccnc3)C2)cn1	-7	18	-17
COC(=O)c1[nH]ncc1CN(C)Cc1csc(-c2ccccc2)n1	-3	18	.
CCCOc1ccc(-c2cc(C(=O)N3CC(C)CC(C)C3)c3ccccc3n2)cc1 (stereo not given)	-1	-8	-4
CCOC(=O)c1nn(-c2ccc(C)cc2)c(=O)c2c(NC(=O)Cc3cccc4ccccc34)scc12	-6	5	-7
CCC(C)N(Cc1ccncc1)Cc1cccc(C)c1O (stereo not given)	-5	0	-12
CC(C)c1nnc2sc(/C=C/c3cccs3)nn12	0	-3	-4
Cc1ncoc1C(=O)N1CCCC(C(=O)Nc2cccc(-c3ccc(F)cc3)c2)C1 (stereo not given)	-6	2	.
CN1CCc2c(sc(N)c2C(N)=O)C1	-9	13	.
CCN(CC)c1ccc2cc(-c3nnc(-c4ccc([N+](=O)[O-])cc4)o3)c(=O)oc2c1	2	-12	1
CSC(CO)C(C)Nc1ncnc2cc(F)c(F)cc12 (stereo not given)	-8	4	-17
CCc1nc2ccc(C(=O)Nc3ccc(C(N)=O)cc3)cn2c1N(CCN(C)C)CC1CC1	-5	-1	-3
CCCN1CCC(C)(C(=O)Nc2ccc3c(c2)OCO3)C1 (stereo not given)	-14	-1	.
O=C(O)c1coc(CN(Cc2cccc(F)c2)C2CC2)n1	-2	9	-5
COC(=O)c1cc(C(=O)N2CCN(C)CC2)cc([N+](=O)[O-])c1	-6	-1	.
Cc1ncc(C[n+]2csc(CCOC(=O)C34CCC(CC3)C4)c2C)c(N)n1	-4	1	.
Cc1ccc(C(=O)CSc2nnc(-c3ccncc3)n2-c2cccc(C(F)(F)F)c2)cc1	-1	.	-4
CCOC(=O)C1(Cc2cccc(F)c2)CCN(Cc2nc3ccccc3[nH]2)CC1	-8	9	-8
CC(C)(C)c1ccc(S(=O)(=O)Nc2cccc(S(C)(=O)=O)c2)cc1	3	-1	.
CC(C)NC(=O)CCCn1nc(-c2ccco2)ccc1=O	-6	3	-5
CC(C)c1cc(CNC(=O)N2CCC(Cc3cnn(C)c3)C2)on1 (stereo not given)	-13	5	.
Cc1ccnc(SCc2cc(=O)c(OC(=O)c3cccc4ccccc34)co2)n1	-4	-12	-6
CCC(C(=O)N1CCN(c2nc(-c3cccc(F)c3)nc(C)c2Cc2ccccc2)CC1)c1ccccc1 (stereo not given)	-3	.	-5
O=C(NCc1ccc2c(c1)OCCO2)c1cc(Cl)ccc1Cl	-5	-6	.
CN1C(=O)Cc2cc(C3=NNC(=NCc4ccco4)SC3)ccc21	-6	-20	.
C=c1ccccc1=C1N=C(c2ccccc2Cl)NO1	-1	-3	-3
FC(F)(F)CCc1ccnc(NCc2ccc3c(c2)OCCCO3)n1	-1	-1	.
Cc1nn(C)c(C)c1CCC(=O)N1CC(C(N)=O)c2ccccc21 (stereo not given)	-4	-20	.
Cc1cc(C)c(S(=O)(=O)N2CCN(CCO)CC2)c(C)c1	-3	-5	-6
CN1[C@H]2CC[C@@H]1CN(C(=O)c1ccc(N(C)S(C)(=O)=O)cc1)CC2	0	0	-13
O=S(=O)(Nc1ccccc1)c1ccc(Cl)s1	7	-3	.
CC1(C(=O)NS(=O)(=O)c2cccc(C#N)c2)CCN1C(=O)CCc1ccccc1 (stereo not given)	-10	2	.
Clc1nc2c(Br)cccc2s1	3	-25	-1
O=C(Cc1ccc(Cl)cc1)NCCc1csc2nc(-c3ccc(Cl)cc3)nn12	-5	3	-8
O=C(c1cc(F)c(Cl)cc1Cl)N1CCN(S(=O)(=O)N2CCCC2)CC1	-4	1	.
O=C(Nc1cccc(Cl)c1)N1CCCC(OCc2ccc(F)cc2)C1 (stereo not given)	0	-9	-4
Cc1cc(=O)n2[nH]c(-c3ccc(C(C)(C)C)cc3)cc2n1	3	-14	.
COCC(=O)N1CCc2c(sc3[nH]c(=O)n(-c4ccccc4)c(=O)c23)C1	-9	18	-3
CC(c1c(F)cccc1F)S(=O)(=O)Cc1nnc(C2CCC2)o1 (stereo not given)	-9	4	.
O=C(NCc1cccs1)c1cccnc1N1CCN(C(=O)c2ccc(OC(F)F)cc2)CC1	5	3	1
O=C(O)/C=C/c1nc(-c2ccccc2)n2ccccc12	-9	0	.
CCOC(=O)C1(C)CCN1C(=O)c1cc(C)oc1C (stereo not given)	7	-4	1
C=CCn1c(=NC(=O)c2cccc(S(C)(=O)=O)c2)sc2cc(S(C)(=O)=O)ccc21	-12	4	.
CCc1nc(NC(=O)c2ccc(OC(F)F)cc2)sc1C	-11	8	.
CC(C)N(C/C=C/c1ccccc1)CC1CCC(=O)N1 (stereo not given)	-7	.	-11
N#CC1C(=N)Oc2c(ccc3cccnc23)C1c1ccccc1 (stereo not given)	1	-4	.
O=C(O)c1ccccc1C(=O)NNC(=O)C(c1ccccc1)c1ccccc1	0	1	.
O=C(NCCC(c1ccccc1)c1ccccc1)c1csc(CSc2nnc(-c3ccccc3Cl)n2-c2cccc(Cl)c2)n1	1	5	-2

Rows are unselected. About 0.29% of those tested had a hit in this group.
